WRN inhibitor – WRN helicase (human) inhibition; AID 651768; 360,000 tested, 0.46% active; Q14191; Potency, µM (top dose mostly 114 µM), for the others: at the highest dose activity change, negative = inhibition, actives largely listed as inhibitors; WRN helicase unwinding, fluorescent forked duplex, kinetic; note: potency is the fitted concentration of half-maximal effect; % is set by controls: 0 for no effect and ±100 for the full control effect; nearly all actives have a fitted effect of over 55% in size
Target sequence (Q14191 whole entry, looked up): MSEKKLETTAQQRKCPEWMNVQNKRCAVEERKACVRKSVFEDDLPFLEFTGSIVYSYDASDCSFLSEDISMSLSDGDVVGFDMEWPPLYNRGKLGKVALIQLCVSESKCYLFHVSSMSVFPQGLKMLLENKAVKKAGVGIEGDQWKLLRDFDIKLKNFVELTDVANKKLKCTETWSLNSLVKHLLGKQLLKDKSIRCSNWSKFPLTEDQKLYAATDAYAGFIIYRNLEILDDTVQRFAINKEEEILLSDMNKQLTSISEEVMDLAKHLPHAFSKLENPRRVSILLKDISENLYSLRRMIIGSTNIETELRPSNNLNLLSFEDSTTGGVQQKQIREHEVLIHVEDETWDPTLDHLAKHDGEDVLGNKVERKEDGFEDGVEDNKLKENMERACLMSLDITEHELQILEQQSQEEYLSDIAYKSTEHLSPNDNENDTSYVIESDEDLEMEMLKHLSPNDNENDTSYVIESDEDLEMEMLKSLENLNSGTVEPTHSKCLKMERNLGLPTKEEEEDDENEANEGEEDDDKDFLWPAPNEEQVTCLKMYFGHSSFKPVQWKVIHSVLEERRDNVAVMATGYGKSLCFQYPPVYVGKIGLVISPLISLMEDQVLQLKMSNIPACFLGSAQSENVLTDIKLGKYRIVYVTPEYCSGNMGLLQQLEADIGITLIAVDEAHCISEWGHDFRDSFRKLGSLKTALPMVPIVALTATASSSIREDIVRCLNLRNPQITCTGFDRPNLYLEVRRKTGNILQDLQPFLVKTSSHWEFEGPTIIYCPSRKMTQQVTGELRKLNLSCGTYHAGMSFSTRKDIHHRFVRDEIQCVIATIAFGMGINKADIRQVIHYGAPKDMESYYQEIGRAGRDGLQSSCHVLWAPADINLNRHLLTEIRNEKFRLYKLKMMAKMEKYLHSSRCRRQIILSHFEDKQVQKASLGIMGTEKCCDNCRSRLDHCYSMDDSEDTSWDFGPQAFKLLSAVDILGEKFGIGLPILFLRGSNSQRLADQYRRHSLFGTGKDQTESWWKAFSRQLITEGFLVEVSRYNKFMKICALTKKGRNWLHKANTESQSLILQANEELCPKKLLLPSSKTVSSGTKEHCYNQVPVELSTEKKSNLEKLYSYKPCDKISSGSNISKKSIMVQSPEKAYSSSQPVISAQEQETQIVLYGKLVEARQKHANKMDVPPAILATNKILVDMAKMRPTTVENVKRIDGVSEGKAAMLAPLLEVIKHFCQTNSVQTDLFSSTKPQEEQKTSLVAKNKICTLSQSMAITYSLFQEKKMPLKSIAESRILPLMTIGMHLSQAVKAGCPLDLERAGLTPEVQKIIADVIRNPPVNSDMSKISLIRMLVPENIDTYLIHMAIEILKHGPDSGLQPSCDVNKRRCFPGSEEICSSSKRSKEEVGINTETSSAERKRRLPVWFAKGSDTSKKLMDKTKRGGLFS
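WRN at 20 nM final preincubated with compound 15 min at room temperature; reaction started with 100 nM fluorophore/quencher forked duplex oligonucleotide and 2 mM ATP final. Unwinding followed kinetically by red fluorescence (ex 525, em 598 nm).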
EPAC1 antag – blocks human EPAC1 exchange factor; EPAC1 GEF assay, Rap1b-BODIPY-GDP exchange fluorescence; Potency, µM (top dose mostly 115 µM), without a hit: top-dose activity change, negative = inhibition, actives largely listed as inhibitors; 360,000 tested, 0.14% active; AID 720709;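 note: potency is the fitted concentration of half-maximal effect; plate controls were vehicle for no effect and positive control for full effect; nearly all actives have a fitted effect of over 50% in size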
EPAC1 ag – EPAC1 (human) agonism. EPAC1 agonist qHTS, biochemical assay; response scale: 100% = response to 6.5 mM cAMP. 360,000 tested, 0.073% active. Potency, µM (top dose mostly 154 µM), without a hit: top-dose activation, hits mostly activators. AID 720707; note: potency is the fitted concentration of half-maximal effect; nearly all actives have a fitted effect of over 60% in size
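Nucleotide exchange by EPAC1 (100 nM) on Rap1B–BODIPY-GDP (250 nM) in the presence of 50 uM GDP is tracked fluorescently at 480/540 nm over 30 min. Signals are normalized to a 6.5 mM cAMP control.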
IL-2 act – activators of IL-2; IL-2 activation reporter assay, cell-based qHTS; stimulated with anti-CD3/CD4/CD28 beads; in transgenic mouse T cells; 360,000 tested, 0.065% active; activation, % (series mostly up to about 46 µM); in the data active = activation above about 50%; inconclusive = mostly about 30% to 49%; note: 0% is about no effect
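First, unstimulated transgenic mouse T cells were exposed to compound for 60 min. Next, anti-CD3/anti-CD4-coated beads with anti-CD28 were added. Finally, after 18 h at 37 degrees C, EGFP and DsRed were imaged.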
PI5P4K alpha inh – PI5P4K alpha (human) kinase inhibition; max response, %; PI5P4Kalpha enzyme, ADP-Glo luminescence, 60 min; hits give low values; 330,000 tested, 1.2% active; P48426; active = max response of -50% or lower; inconclusive = between -30% and -50%; inactive = -30% or higher; note: value at the top dose of about 77 µM; % is set by controls: 0 for no effect and ±100 for the full control effect
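Compounds were pin-transferred onto PI5P4Kalpha and substrate in HEPES pH 7.4 buffer with EGTA, CHAPS and 5% DMSO. ATP (5 microM final) started the reaction, which ran 60 minutes at room temperature before ADP-Glo detection.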
PLK1 PBD inh – PLK1 (human) polo-box domain binding inhibition | P53350 | Plk1 PBD binding of FITC phosphopeptide, fluorescence polarization | Potency, µM, for inactives: max response, negative = inhibition, most hits filed as inhibitors | 360,000 tested, 2.8% active | AID 720504; note: potency is the fitted concentration of half-maximal effect; series mostly up to about 57 µM; % is set by controls: 0 for no effect and ±100 for the full control effect; nearly all actives have a fitted effect of over 65% in size
Abeta yeast res – compounds reversing amyloid beta toxicity in yeast | yeast expressing A-beta42, growth rescue, OD600, 48 h; response scale: 0% DMSO, 100% iron-clioquinol control | Potency, µM (highest dose often 46.1 µM), for the others: at the highest dose growth rescue, actives largely listed as activators | 410,000 tested, 0.063% active; note: potency is the fitted concentration of half-maximal effect; nearly all actives have a fitted effect of over 55% in size
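Growth rescue measured by 600 nm absorbance after 48 h yeast culture at 30 C with compound. Values normalized between DMSO and an equimolar ferric chloride plus clioquinol control.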
FUS suppressor – rescues growth of FUS-expressing yeast; S. cerevisiae FUS-expressing, growth rescue, OD600, 24 h; Potency, µM (series often up to 76.6 µM), inactives show at the highest dose growth rescue (activation), most hits filed as activators; 390,000 tested, 0.24% active;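 note: potency is the fitted concentration of half-maximal effect; plate controls were DMSO vehicle for no effect and reference control for full effect; nearly all actives have a fitted effect of over 55% in size; some results filed as inactive show a strong effect at the top dose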
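Quantitative HTS measuring growth restoration of FUS-toxic yeast. Galactose-induced cells (OD 0.005) were exposed 24hr at 30C to compounds at several concentrations, then absorbance at 600 nm was recorded.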
* = called active by the depositor; u = inconclusive; x = no result given; & = joins results of further samples; [ ] = dose if it differs, or a comment. Unless noted, calls come from the whole dose curve; as a rule, active = well fitted curve in the direction sought with a large enough effect; inconclusive = small, poorly fitted or top-dose-only effect, or another doubt; inactive = no such curve, though single readings can be large; an effect the other way counts as inactive or inconclusive. Compounds as they come. Share with any hit: about 4.1%.

Second line of a record: WRN inhibitor	EPAC1 antag	EPAC1 ag	IL-2 act	PI5P4K alpha inh	PLK1 PBD inh	Abeta yeast res	FUS suppressor
- CCOC(=O)N1CCN(C(=O)c2cc(C)c3c(C)nn(-c4ccccc4)c3n2)CC1
 : 7.2%	3.4%	-1.5%	-0.8	x	-0.3%	0.0%	23.4%
- CCOC(=O)COc1ccc2c(c1)c(C(=O)OCC)c(C)n2CC
 : -12.7%	-20.1%	0.4%	-1.3	3.8	-5.3%	0.1%	x
- O=C(COc1ccccc1)NCC(=O)NC1CCCCC1
 : 5.1%	10.2%	6.7%	0.4	-5.7	-4.3%	0.2%	7.8%
- Fc1cc2[nH]c(=S)[nH]c2cc1Cl
 : 8.0%	6.1%	5.2%	1.7	-13.1	0.0%	-5.0%	6.5%
- CCOC(=O)c1cccc(NC(=O)CSc2nncn2-c2ccccn2)c1
 : -3.9%	6.7%	7.8%	1.0	-9.7	-24.4%	-8.8%	0.9%
- Fc1ccc(N2CCN(C3CCC(c4ccccc4)CC3)CC2)cc1 (centres undefined)
 : -5.7%[11.6 µM]	-9.4%	9.6%	0.1	-1.6	6.7%	15.1%	-11.1%
- O=C(CCCN1C(=O)/C(=C/c2ccccc2Cl)SC1=S)N1CCCC1
 : -17.6%	-8.0%	2.4%	-0.2	0.7	-12.5%	x	u
- O=C(CCC(=O)N1CCCC1)Nc1ccc([N+](=O)[O-])cc1
 : -10.6%[57.1 µM]	-6.9%	2.1%	-0.7	0.5	3.4%	14.3%	11.8%
- C=CS(=O)c1sc(Cl)c(N2CCOCC2)c1[N+](=O)[O-] (centres undefined)
 : 31.6µM*	-25.4%	1.3%	-0.7	-71.5*	1.34µM*	-93.6%[inhibitor]	13.7%
- CN(C)CC(O)CN1C(=O)NC(C)(C)C1=O (centres undefined)
 : 3.3%	-20.3%	5.9%	-0.5	-4.5	-8.5%	-0.7%	-28.2%
- Cc1cccc(OCc2nc3ccccc3n2C)c1
 : -5.2%	-7.6%	8.6%	0.6	5.7	-5.0%	15.6%	-7.3%
- COc1ccc(S(=O)(=O)N(C)C)cc1NC(=O)COC(=O)C1CC1
 : -4.3%	5.0%	-4.7%	1.2	3.1	0.3%	-3.9%	2.1%
- c1ccc2nc3c(nc2c1)OCC1CCCCN31 (centres undefined)
 : 24.0%	-0.8%	7.7%	0.0	-0.4	-21.1%	-18.2%	22.8%
- Cc1c(-n2c(SCC(=O)NC(C)C)nc3ccccc3c2=O)c(=O)n(-c2ccccc2)n1C
 : -4.3%	-30.0%	-2.6%	1.9	-0.3	-20.0%	-14.9%	13.4%
- CC(C)NC(=O)CSc1nc2ccccc2n1CC(=O)N(C(C)C)C(C)C
 : -6.4%	1.5%	-13.3%	-2.0	7.7	-3.0%	6.3%	-8.8%
- Cc1ccc2c(c1)C(=O)CCN2
 : -10.3%	8.0%	4.7%	-0.8	x	-6.8%	8.1%	-37.4%
- COc1cccc(-n2c(SCc3c(C)noc3C)nnc2-c2cccc(S(=O)(=O)N(C)C)c2)c1
 : 2.5%	-24.5%	0.0%	1.1	7.6	4.5%&-29.7%	-0.2%	8.7%
- COc1ccc(CNC(=O)CN2C(=O)C3CCCN3c3ncc(Cl)cc32)cc1 (centres undefined)
 : -13.0%	0.0%	4.1%	-2.7	-13.1	3.3%	16.8%	50.2%
- COCCNC(C)C(=O)C12CC3CC(CC(C3)C1)C2 (centres undefined)
 : -14.7%	-13.6%	0.5%	-2.3	x	-3.4%	-60.5%[inhibitor]	-13.9%
- FC(F)(F)c1cccc(-n2cccc2/C=N/n2cnnc2)c1
 : 1.1%	8.4%	-9.2%	0.1	x	-0.2%	12.0%	5.1%
- Cc1ccc(S(=O)(=O)N2CCN(c3ccc([N+](=O)[O-])cn3)CC2)cc1
 : 4.6%	0.7%	1.2%	-0.1	-2.4	5.3%	11.3%	-10.4%
- O=C(NCC(c1ccco1)N1CCN(c2ccccc2F)CC1)c1ccc2c(c1)OCO2 (centres undefined)
 : 0.0%	-18.2%	2.4%	-3.7	-3.8	-5.6%	14.9%	15.3%
- CCN(C(=O)COC(=O)c1cc(-c2ccccc2)nc2c1c(C)nn2-c1ccccc1)C1CCS(=O)(=O)C1 (centres undefined)
 : -12.7%	2.9%	1.0%	0.5	15.5	-2.1%	4.7%	-11.2%
- NS(=O)(=O)c1ccc(CCNC(=O)COC(=O)/C=C/c2ccc(Cl)cc2)cc1
 : 0.4%	-6.2%	-7.4%	-2.3	1.1	2.1%	-6.2%	-20.2%
- O=C(C1CCN(S(=O)(=O)c2cccc3nonc23)CC1)N1CCCCC1
 : -3.4%[57.1 µM]	6.6%	-0.9%	0.8	1.4	2.2%	-6.7%	-19.4%
- COc1ccc(NS(=O)(=O)c2cccc(C(=O)Nc3ccccc3C(=O)O)c2)cc1
 : 1.1%	-25.3%	4.7%	1.7	-5.1	0.3%	-5.4%	0.1%
- C#CCOCCOCCOCCNc1nc(N2CCN(C(=O)[C@H](Cc3ccc(O)cc3)n3cc([C@@H](N)C(C)CC)nn3)CC2)nc(N2CCN(C(=O)[C@H](Cc3cc4ccccc4[nH]3)n3cc([C@@H](N)CC(C)C)nn3)CC2)n1 (some centres undefined)
 : -35.7%	u	2.7%	-0.2	u	1.0%	-3.2%	33.3%
- O=C(N/N=C/C=C/c1ccccc1[N+](=O)[O-])c1cc(-c2ccccc2)n[nH]1
 : -28.8%	5.8%	-9.0%	-1.5	-11.1	-13.8%	-9.3%	-12.5%
- CCC(=O)N1CCN=C1SCc1ccccc1Cl
 : -3.0%	-6.0%	-9.8%	0.6	9.4	-11.8%	1.0%	-24.1%
- O=C(Nc1cccc(Cl)c1)c1cncn1-c1ccc(F)cc1
 : -5.6%	10.5%	-1.4%	-1.4	6.4	2.4%	1.1%	8.5%

Brought forward from above: 2 entries, followed by the next part.
Second line of a record: WRN inhibitor	EPAC1 antag	EPAC1 ag	IL-2 act	PI5P4K alpha inh	PLK1 PBD inh	Abeta yeast res	FUS suppressor
- CCC(=O)N1CCN=C1SCc1ccccc1Cl
 : -3.0%	-6.0%	-9.8%	0.6	9.4	-11.8%	1.0%	-24.1%
- O=C(Nc1cccc(Cl)c1)c1cncn1-c1ccc(F)cc1
 : -5.6%	10.5%	-1.4%	-1.4	6.4	2.4%	1.1%	8.5%
- CCC(C)C(NC(=O)C1CCC(C)CC1)C(=O)NC(CCSC)C(=O)OC (centres undefined)
 : 2.7%	-13.9%	-5.4%	-0.4	11.8	-2.2%	-6.4%	-22.6%
- CC(C)Nc1ccc(C(CC(N)=O)NC(=O)Cc2cccc3ccccc23)cc1[N+](=O)[O-] (centres undefined)
 : 8.1%	-10.0%	-14.9%	0.3	0.0	8.7%	-8.4%	-23.4%
- COCC(C)NS(=O)(=O)c1ccc(NC(=O)C(Cc2ccccc2)NC(N)=O)cc1 (centres undefined)
 : 5.4%	2.4%	-4.5%	-0.3	2.1	-25.3%	4.7%	7.2%
- COc1ccc(N=Nc2ccc(O)c(P(=O)(c3ccccc3)c3ccccc3)c2)cc1
 : 6.5%	5.0%	-1.5%	-3.9	-1.4	-24.3%	14.4%	-1.6%
- CCOC(=O)C1(C(=O)OCC)COC(=O)C2(CC)OC21 (centres undefined)
 : 9.1%	0.8%	8.3%	-3.5	-1.5	-1.7%	-6.7%	x
- Cc1cccc(-c2n[nH]c(=S)n2-c2ccccc2)c1[N+](=O)[O-]
 : -18.3%[57.1 µM]	-6.6%	-5.7%	-1.1	-7.5	-4.8%	9.3%	-1.8%
- c1ccc(-c2ccc(-c3ccncn3)cc2)cc1
 : -6.0%	-17.4%	7.5%	0.7	5.3	-8.3%	-10.7%	-4.6%
- O=S(=O)(NC1CCCCC1Nc1ccccc1)c1ccccc1 (centres undefined)
 : -5.0%	-7.5%	-4.2%	-0.3	4.4	-0.6%	0.9%	6.3%
- Cc1ccc(-n2ncc3c(=O)n(CC(=O)N4CCCc5ccccc54)cnc32)cc1C
 : -19.5%	-0.5%	-9.0%	-0.6	8.0	-2.1%	-2.2%	x
- CCNC(=S)NS(=O)(=O)c1ccc(F)cc1
 : -9.5%	-4.7%	10.5%	3.8	-28.7	-18.5%	-9.2%	-19.1%
- CC12CC3OC3CC1CCC1C2CCC2(C)C1CCC21OCCO1 (centres undefined)
 : 0.0%	2.7%	3.4%	-0.6	12.9	-6.1%	-3.3%	x
- CC(=O)C1=C(C)NC(C)=C(C(C)=O)C1c1cccs1
 : -26.4%	-11.3%	11.9%	0.3	-26.6	-7.7%	-6.4%	-14.8%
- CCN(CC)S(=O)(=O)c1ccc(NC(=O)CSc2nc3nc(C)cc(C)c3c(=O)[nH]2)cc1
 : 1.0%	-5.0%	6.0%	1.1	-5.1	-10.8%	-9.1%	x
- COc1ccccc1CNC(=O)[C@H](C)NC(=O)C1CCN(C(=O)[C@@H]2CCCN2C(=O)OC(C)(C)C)CC1
 : -5.7%	-14.6%	-19.2%	-0.6	1.1	-18.2%	-12.3%	5.7%
- COc1ccccc1NCC(=O)c1ccc(C)c(C)c1
 : 6.8%	-8.2%	3.0%	-1.9	0.1	-14.5%	6.0%	-2.0%
- COc1cc(OC)cc(C(=O)NCC2CCCN(C(=O)c3csc(C(C)C)n3)C2)c1 (centres undefined)
 : -1.7%	-0.3%	1.8%	10.3	0.3	8.3%	3.3%	x
- CCOC(=O)C1(C)CCCN(C(=O)c2ccc(-c3ccccc3)cc2)C1 (centres undefined)
 : -6.9%	20.8%	1.4%	-0.8	0.5	-8.2%	-17.0%	26.2%
- Cc1cc(Cl)cc(Cl)c1CNc1c([N+](=O)[O-])c(=O)oc2ccccc12
 : 2.3%	-2.2%	2.5%	-0.2	3.8	0.3%	21.9%	1.7%
- CC1CC(Nc2ccccc2N)=CC(=O)O1 (centres undefined)
 : -4.0%	-3.2%	-4.0%	-0.1	-5.9	-4.4%	15.2%	11.8%
- Clc1ccc(NC2=NCCCCC2)cc1
 : -2.0%	11.6%	-1.1%	0.0	-1.6	-4.2%	-1.5%	-17.5%
- CC(C)(C)c1nn(-c2ccccc2)c2[nH]c(=O)c(CNCc3ccc4c(c3)OCO4)cc12
 : -13.8%	-18.6%	-0.8%	-2.0	x	-1.2%	14.6%	35.2%
- C=CCn1c(SCC(=O)Nc2ccc(C(=O)OC(C)C)cc2)nnc1-c1cccs1
 : 0.2%	0.9%	-16.0%	-1.1	2.2	-6.1%	8.0%	40.9%
